USP8 block = human USP8 deubiquitinase inhibition; P40818; purified USP8, Ub-rhodamine cleavage fluorescence, 30 min; inhibition, % at 20 µM; hit rate 4.2% among 47,000
OTUD3 block = blocks human OTUD3 ubiquitin-rhodamine cleavage; Q5T2D3; purified OTUD3, Ub-rhodamine fluorescence, 2 h; inhibition, % at 25 µM; hit rate 0.7% among 47,000; AID 1645858
Target sequence (Q5T2D3 whole entry, looked up): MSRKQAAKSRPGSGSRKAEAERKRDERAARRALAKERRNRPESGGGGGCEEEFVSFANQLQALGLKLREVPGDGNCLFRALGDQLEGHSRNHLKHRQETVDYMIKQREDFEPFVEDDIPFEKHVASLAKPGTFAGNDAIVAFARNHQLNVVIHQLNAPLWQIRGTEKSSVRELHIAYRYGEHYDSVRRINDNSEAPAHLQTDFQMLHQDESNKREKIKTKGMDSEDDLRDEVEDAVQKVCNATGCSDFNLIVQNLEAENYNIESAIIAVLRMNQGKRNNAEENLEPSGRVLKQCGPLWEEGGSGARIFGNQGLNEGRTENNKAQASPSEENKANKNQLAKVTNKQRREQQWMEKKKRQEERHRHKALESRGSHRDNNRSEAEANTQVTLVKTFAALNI
UCHL1 inh = human UCHL1 deubiquitinase inhibition. purified UCHL1, Ub-rhodamine cleavage fluorescence. P09936. inhibition, % at 20 µM. hit rate 0.2% among 47,000. AID 1645859
USP7 inh = human USP7 deubiquitinase inhibition. hit rate 0.3% among 47,000. inhibition, % at 20 µM. AID 1645854. purified USP7, Ub-rhodamine cleavage fluorescence. Q93009
USP30 block = inhibitors of human USP30 deubiquitinase; Q70CQ3; purified USP30, Ub-rhodamine cleavage fluorescence; inhibition, % at 25 µM; hit rate 5.3% among 47,000; AID 1645860
USP17 inh = blocks human USP17 ubiquitin-rhodamine cleavage | hit rate 6.5% among 47,000 | purified USP17, Ub-rhodamine cleavage fluorescence, 3 h | inhibition, % at 50 µM | A8MUK1
Target sequence (A8MUK1 whole entry, looked up): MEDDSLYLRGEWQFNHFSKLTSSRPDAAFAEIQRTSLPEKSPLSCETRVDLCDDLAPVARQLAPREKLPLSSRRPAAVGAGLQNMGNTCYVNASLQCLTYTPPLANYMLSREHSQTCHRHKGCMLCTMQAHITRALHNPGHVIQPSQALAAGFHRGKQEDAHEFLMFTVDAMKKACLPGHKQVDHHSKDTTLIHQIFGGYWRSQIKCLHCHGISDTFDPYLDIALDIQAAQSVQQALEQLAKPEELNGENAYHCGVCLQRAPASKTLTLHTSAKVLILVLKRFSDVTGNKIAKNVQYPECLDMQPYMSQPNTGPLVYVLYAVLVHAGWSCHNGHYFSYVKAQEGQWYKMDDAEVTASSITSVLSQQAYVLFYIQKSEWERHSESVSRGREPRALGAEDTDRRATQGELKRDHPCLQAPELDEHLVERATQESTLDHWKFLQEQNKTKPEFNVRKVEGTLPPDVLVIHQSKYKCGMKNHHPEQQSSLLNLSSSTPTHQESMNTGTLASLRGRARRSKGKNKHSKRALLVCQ
USP10 block = human USP10 deubiquitinase inhibition; purified USP10, Ub-rhodamine fluorescence, 60 min; inhibition, % at 20 µM; hit rate 1.1% among 47,000
USP28 inh = blocks human USP28 ubiquitin-rhodamine cleavage; Q96RU2; purified USP28, Ub-rhodamine cleavage fluorescence, 30 min; inhibition, % at 25 µM; hit rate 3% among 47,000
* hit, by the source's call; i = inactive; / = not tested or not shown. Cut-off read from the data, not from the text of the source: active = inhibition above about 30%; inactive = the rest. Compounds were not picked by outcome; about 14% have a hit in one of these screens.

mol	USP8 block	OTUD3 block	UCHL1 inh	USP7 inh	USP30 block	USP17 inh	USP10 block	USP28 inh
CC(=O)C1=C(C)Nc2nc3ccccc3n2C1c1ccco1 (stereo not drawn)	-10	-79	-7	-4	-417	27	-6	-28
COC(=O)c1c(C)[nH]c(C(=O)C(C)OC(=O)c2cccc(F)c2)c1C (stereo not drawn)	-8	-1	0	-2	-11	0	1	-7
CCN(C)C(=O)c1cc(-c2cnc(-c3cccc(F)c3)nc2)cn1C	-14	6	3	-15	0	-25	-3	0
CCOC(=O)C1(Cc2cc(-c3ccc(F)cc3)no2)CCN(Cc2cncn2C)CC1	14	-1	6	3	3	1	-1	1
COc1ccc(Cl)cc1NC(=O)CSc1nnc(Cc2cccn2C)n1CCc1ccccc1	-10	-18	1	-57	-75	-24	-6	-5
O=c1c2oc3nc4c(cc3c2ncn1CCc1ccccc1)CCCC4	-4	7	0	3	-132	1	-5	-6
O=C(CSc1nnnn1-c1ccc(O)cc1)N1CCN(c2ccccc2)CC1	-26	-5	0	2	-3	-12	4	2
Cc1nc2c(c(=O)n1CC(=O)Nc1ccccc1)CCN(Cc1ccccc1)C2	-35	-1	5	3	3	-10	-2	2
Clc1cccc(-c2cnc([C@@H]3COCCN3C3CCNCC3)[nH]2)c1	-84	-3	0	-5	-3	/	-1	-8
COc1ccc(-c2noc(NCCCN3CCN(c4ccccc4)CC3)n2)cc1	-13	-6	-2	0	-1	-9	0	0

Copied from the list.
USP30 block, `O=C(CSc1nnnn1-c1ccc(O)cc1)N1CCN(c2ccccc2)CC1` is entered as -3
UCHL1 inh, `Cc1nc2c(c(=O)n1CC(=O)Nc1ccccc1)CCN(Cc1ccccc1)C2` is entered as 5
USP30 block, `Clc1cccc(-c2cnc([C@@H]3COCCN3C3CCNCC3)[nH]2)c1` is entered as -3

The results go on:
mol	USP8 block	OTUD3 block	UCHL1 inh	USP7 inh	USP30 block	USP17 inh	USP10 block	USP28 inh
Cc1[nH]c(-c2nnc(C3CCC3)o2)c(C)c1S(=O)(=O)N1CCN(C)CC1	-16	-1	-9	-8	-13	0	-7	-3
O=C(NCc1nc(-c2ccccc2)no1)c1ccc(Br)o1	0	-9	-1	-6	-1	-9	0	3
O=C(Nc1ccc2c(c1)OCO2)C1[C@@H]2C(=O)N(c3ccccc3)C(=O)[C@@H]2[C@H]2c3ccccc3C=CN12 (stereo partly drawn)	49*	-54	-154	-139	-255	12	-5	-20
CC(=O)CN1CC2(CCN(C(=O)CC(C)C)CC2)COc2ccccc2S1(=O)=O	-5	4	4	4	16	2	-5	3
CC(=O)C1=C(C)Nc2nc3ccccc3n2C1c1ccc(O)cc1 (stereo not drawn)	-2	-5	1	0	-19	35*	0	1
O=S(=O)(c1ccccc1F)N1CCCC(c2nnc3ccccn23)C1 (stereo not drawn)	-8	11	1	2	1	12	-5	10
CCOc1ccccc1C(=O)Nc1cc(N2CCCS2(=O)=O)ccc1C	9	15	3	0	29	14	3	32*
O=C(CN1CCc2ccccc2C1)N1CCOCC1	-1	0	-1	1	-16	-3	-2	0
COc1ccc(C(=O)OCc2cc(=O)oc3c(C)c(C)ccc23)c(OC)c1	10	4	0	5	2	0	-3	-2
CCN1CCN(C2(CNC(=O)c3ccc(OC)cc3)CCCCC2)CC1	25	17	0	3	27	18	-3	18

Next compounds:
mol	USP8 block	OTUD3 block	UCHL1 inh	USP7 inh	USP30 block	USP17 inh	USP10 block	USP28 inh
O=C(NCc1ccccc1Cl)C1CCCN1c1nnc(N2CCCC2=O)s1 (stereo not drawn)	24	26	4	3	27	20	0	17
COc1ccc(C(=O)N(Cc2ccco2)Cc2cccs2)cn1	6	2	2	-4	10	7	0	9
O=C(NCc1ccc(Cl)cc1)c1ccc2ccccc2n1	-4	0	1	3	-1	0	6	1
CC1CS(=O)(=O)N(c2ccc(C(=O)N3CCN(c4ccccc4F)CC3)cc2)C1=O (stereo not drawn)	3	6	2	-2	3	1	1	0
CC1CCN(S(=O)(=O)N2CCCC(C(=O)NCCCN3CCC(N4CCCCC4)CC3)C2)CC1 (stereo not drawn)	-11	-11	-7	-10	-51	-21	-8	-21
CCc1ccc2nc(N(CCCn3ccnc3)C(=O)c3cccs3)sc2c1	-32	-11	6	-21	46*	/	3	-1
Cc1nnc(-c2c(C)[nH]c(C)c2S(=O)(=O)N(C)Cc2ccccc2)o1	-63	9	0	1	9	3	2	7
O=C(Nc1nc2ccsc2c(=O)s1)C1CCC1	15	-1	2	-99	i	5	4	5
CC(=O)Nc1ccc(C(=O)NCc2ccc(C)cc2)c(N2CCCCC2)c1	-15	-11	7	-8	-20	-15	-1	21
O=C(N[C@@H]1C[C@@H](Oc2ccccc2)[C@H](O)[C@H]1N1CCCC1)c1ncc[nH]1	-75	-12	-8	-5	-52	-26	-6	-30

Whole records, quoted from the list. Order of screens: USP8 block | OTUD3 block | UCHL1 inh | USP7 inh | USP30 block | USP17 inh | USP10 block | USP28 inh
Results for CC1CCN(S(=O)(=O)N2CCCC(C(=O)NCCCN3CCC(N4CCCCC4)CC3)C2)CC1 (stereo not drawn) = -11 | -11 | -7 | -10 | -51 | -21 | -8 | -21
Results for O=C(N[C@@H]1C[C@@H](Oc2ccccc2)[C@H](O)[C@H]1N1CCCC1)c1ncc[nH]1 = -75 | -12 | -8 | -5 | -52 | -26 | -6 | -30
Results for Cc1nnc(-c2c(C)[nH]c(C)c2S(=O)(=O)N(C)Cc2ccccc2)o1 = -63 | 9 | 0 | 1 | 9 | 3 | 2 | 7
Results for CC(=O)Nc1ccc(C(=O)NCc2ccc(C)cc2)c(N2CCCCC2)c1 = -15 | -11 | 7 | -8 | -20 | -15 | -1 | 21
Results for CC1CS(=O)(=O)N(c2ccc(C(=O)N3CCN(c4ccccc4F)CC3)cc2)C1=O (stereo not drawn) = 3 | 6 | 2 | -2 | 3 | 1 | 1 | 0

Later entries.
mol	USP8 block	OTUD3 block	UCHL1 inh	USP7 inh	USP30 block	USP17 inh	USP10 block	USP28 inh
CCn1c(=O)c(CCC(=O)Nc2ccc(C(C)=O)cc2)nc2c(C)nn(-c3ccccc3)c21	-1	0	2	7	11	6	3	6
CC1CCN(C(=O)Nc2ccc(-c3noc(C4CCC4)n3)cc2)CC1	-1	-4	-2	0	-6	-4	0	-6
N#Cc1c(Cl)cccc1Oc1ccc(S(=O)(=O)N2CCOCC2)cc1	-2	-1	3	-23	9	-1	1	0
Cc1sc(NC(=O)CN(Cc2ccccc2)Cc2ccccc2)c(C#N)c1C	23	21	5	11	20	14	7	8
CSc1cccc(NC(=O)COc2ccc(C(=O)c3ccccc3)cc2)c1	-1	-2	2	9	-4	13	0	3
CC(C)c1ccc(O)c(NC(=O)c2nc(-n3cnnc3)ccc2Br)c1	15	-1	-1	2	10	3	24	-3
COc1cccc(Nc2ncnc3oc(C)c(C)c23)c1	15	7	3	-13	-2	9	1	6
CC1OC2CC(O)C1(O)C1=C2C(O)=C(C(N)=O)C(=N)C1=O (stereo not drawn)	39*	51*	52*	-34	-23	62*	36*	60*
CCC1Oc2ccc(C(=O)c3ccco3)cc2N(CC(=O)NC(C)C)C1=O (stereo not drawn)	8	-6	-2	-5	-92	1	2	0
O=C(Cc1nc(-c2ccccn2)n[nH]1)NC1CCCCCC1	-303	2	-3	-1	-22	-75	-3	-14

Next section:
mol	USP8 block	OTUD3 block	UCHL1 inh	USP7 inh	USP30 block	USP17 inh	USP10 block	USP28 inh
Cc1cc(C)n2nc(N(C)S(=O)(=O)c3ccc(Cl)cc3)nc2n1	-4	-8	-2	-3	-19	-9	-5	-5
Cc1ccc(CN2C(=O)C3CCCN3c3ncccc32)cc1 (stereo not drawn)	-12	-17	-1	-18	-55	-6	-2	-13
CC(C)c1ccc(-n2ccnc(NC(=O)c3ccccn3)c2=O)cc1	12	7	-1	-5	7	-25	2	-2
COc1cccc(C(=O)N2CCCN(c3cc(-c4ccccc4)[nH]n3)CC2)c1	-73	-13	-2	-10	-29	-30	-3	-14
Cc1ccc(NC(=O)c2nnn(-c3ccccc3)c2C)c(C)c1	5	-3	-4	0	1	7	4	-6
CC(=O)Nc1ccc(NC(=O)CCC2COc3ccccc3O2)cc1C (stereo not drawn)	15	1	-2	0	9	0	-8	15
O=C(N[C@H]1CO[C@H]2[C@@H]1OC[C@@H]2Nc1nccc(-c2ccccc2)n1)N1CCOCC1	-17	-42	-9	-14	-174	-59	-5	-40
CCc1cc2c3c([nH]c2cc1S(=O)(=O)N1CCC(C)CC1)CCCC3=O	4	2	7	-7	-49	-31	2	4
CSC1SCC2C(=O)N(C)C(C(C)C(C)C)C(=O)OCC(NC(=O)c3cnc4ccccc4n3)C(=O)NC(C)C(=O)N(C)C1C(=O)N(C)C(C(C)C(C)C)C(=O)OCC(NC(=O)c1cnc3ccccc3n1)C(=O)NC(C)C(=O)N2C (stereo not drawn)	14	2	7	18	14	18	38*	8
Fc1cccc(-c2cc3nccc(C4CCCNC4)n3n2)c1 (stereo not drawn)	-6	-11	0	-82	-1	-1	3	10

(cont.)
mol	USP8 block	OTUD3 block	UCHL1 inh	USP7 inh	USP30 block	USP17 inh	USP10 block	USP28 inh
COc1ccc(CN2C[C@@]34CN(C(=O)c5ccncc5)C[C@@H](C[C@@H]3S2(=O)=O)O4)cc1	-28	6	1	2	16	8	-1	4
Cc1nc2c(nnn2C[C@H]2CCCN2C(=O)c2ccc(Cl)cc2)c(=O)[nH]1	14	5	0	5	5	6	1	3
COc1cc2ccccc2cc1C(=O)OCC(=O)N(C)c1ccccc1	-11	0	0	-5	7	4	1	-2
O=C(Cc1ccc2ccccc2c1)NCc1ccccc1Cn1cccn1	27	-11	-2	-8	-27	-15	-5	-2
COc1ccc(NS(=O)(=O)c2cc(NC(=O)CCC(=O)c3ccc(F)cc3)ccc2C)cc1	2	-5	-1	0	36*	-8	9	2
O=C(CCC1CCCN(c2cc(NC3CC3)ncn2)C1)Nc1ccccc1 (stereo not drawn)	-170	-42	-11	-45	-128	-61	-6	-49
Cc1ccc(NCc2cc(=O)n3cc(C)ccc3n2)c(C)c1	6	-12	1	-2	-113	-3	-6	-12
Cc1ccc(C)c(NC(=O)Cn2cccc(S(=O)(=O)N3CCCCCC3)c2=O)c1	4	3	-1	-86	-9	4	-4	7
O=C(C1CCN(S(=O)(=O)c2cccs2)CC1)N1CCN(Cc2ccccc2)CC1	2	-5	-8	-2	-5	0	-4	-8
O=C(O)c1cc(S(=O)(=O)NC2CCCc3ccccc32)ccc1O (stereo not drawn)	4	-1	-1	-3	-83	-10	5	6

(next part)
mol	USP8 block	OTUD3 block	UCHL1 inh	USP7 inh	USP30 block	USP17 inh	USP10 block	USP28 inh
CN1[C@@H](CCC(=O)NCc2cccnc2)CNC(=O)[C@@H]2[C@H]1CCN2Cc1ncc[nH]1	-11	8	3	-6	-3	-65	-8	10
CC(=O)c1ccc(NC(=O)CC(NCc2cccnc2)C(=O)O)cc1 (stereo not drawn)	-7	-10	-3	5	-1	-5	-3	-11
C[C@@]12CCc3occc3C1CCC13CC(CCC12)[C@@](O)(CO)C3 (stereo partly drawn)	10	16	13	-9	32*	47*	25	2
Cc1ccc(-n2ncc(C(=O)NCc3cccnc3)c2C2CCNCC2)cc1	-94	-5	-6	-1	-18	-23	-3	-11
O=C(Nc1ccc(F)c(Cl)c1)c1ccc(N2CCCC2)nn1	-9	-4	1	1	-9	-17	2	-9
Cc1nn(-c2ccccc2)c(C)c1S(=O)(=O)Nc1cccc(C#N)c1	-49	-2	-4	-1	-24	-13	2	3
CCCN1CCN(C(=O)Cn2c(=O)n(-c3ccc(C)cc3)c3ncccc32)CC1	-5	-7	-7	-7	-48	-13	-7	-13
Cc1nn(-c2ccc(Br)cc2)cc1-c1noc(C(=O)N2CCOCC2)n1	17	11	3	-119	24	13	0	3
CCc1ccc(NC(=O)CCS(=O)(=O)c2ccc3c(c2)CC(=O)N3C)cc1	5	6	1	1	-5	5	2	9
COc1cc(CNC(=O)c2nc3n(n2)-c2ccccc2S(=O)(=O)N3)cc(OC)c1OC	-24	5	1	5	2	-1	4	1

New compounds follow
mol	USP8 block	OTUD3 block	UCHL1 inh	USP7 inh	USP30 block	USP17 inh	USP10 block	USP28 inh
Cc1oc(CNC(=O)Cc2ccccc2Cl)nc1C(=O)N1CCC(C)CC1	-29	2	1	-10	11	2	3	2
Cn1c(=O)n(CC(=O)NCc2cccc(F)c2)c2cccnc21	-6	0	0	-1	/	-1	-3	/
CCCCN1CCN(C(=O)C2CCCN(c3cnc4nccnc4c3)C2)CC1 (stereo not drawn)	-75	-98	-43	-43	i	-157	-13	-123
CCC(=O)N1CCN(c2ccc(Nc3ccccc3)nn2)CC1	4	-4	-3	0	-2	-15	0	-4
CC(C)CN1CCS(=O)(=O)[C@@H]2CCN(C(=O)COc3ccccc3)CC[C@@H]21	-16	11	2	3	20	8	6	6
O=C1COc2ccc(Br)cc2CN1Cc1ccccc1F	19	19	3	-7	27	20	4	40*
CCOC(=O)c1ccc(S(=O)(=O)N(CCO)Cc2cc3cc(C)c(C)cc3[nH]c2=O)cc1	-27	-68	-9	-6	-313	-126	-4	-94
COc1ccc(N(CC(=O)NCc2ccncc2)S(=O)(=O)c2ccccc2)c(OC)c1	-6	-4	-4	-4	-2	0	-1	-1
Cc1noc(-c2ccnc(-n3cnc(C(=O)N4CCOCC4)c3)c2)n1	9	1	-2	2	-7	6	0	-3
COc1ccc(Cl)cc1S(=O)(=O)N1CCN=C1N1CCCCC1	-1	0	-1	-10	-2	-7	-4	4
